# Assay outcomes: PubChem BioAssay, Sanford-Burnham Center for Chemical Genomics
# hIAP act – increases human intestinal alkaline phosphatase activity. purified human IAP, CDP-Star luminescence, 30 min; hits give high values; 1 = vehicle-only enzyme, 0 = enzyme-free background. activation factor at 10 µM. 330,000 compounds, 0.16% hits. AID 2524;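 active = activation factor of the enzyme at least 2-fold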; note: the source names both 10 and 20 µM as test concentration; values of inactives mirror those of a sister screen read the other way
# Target sequence (P09923 whole entry, looked up): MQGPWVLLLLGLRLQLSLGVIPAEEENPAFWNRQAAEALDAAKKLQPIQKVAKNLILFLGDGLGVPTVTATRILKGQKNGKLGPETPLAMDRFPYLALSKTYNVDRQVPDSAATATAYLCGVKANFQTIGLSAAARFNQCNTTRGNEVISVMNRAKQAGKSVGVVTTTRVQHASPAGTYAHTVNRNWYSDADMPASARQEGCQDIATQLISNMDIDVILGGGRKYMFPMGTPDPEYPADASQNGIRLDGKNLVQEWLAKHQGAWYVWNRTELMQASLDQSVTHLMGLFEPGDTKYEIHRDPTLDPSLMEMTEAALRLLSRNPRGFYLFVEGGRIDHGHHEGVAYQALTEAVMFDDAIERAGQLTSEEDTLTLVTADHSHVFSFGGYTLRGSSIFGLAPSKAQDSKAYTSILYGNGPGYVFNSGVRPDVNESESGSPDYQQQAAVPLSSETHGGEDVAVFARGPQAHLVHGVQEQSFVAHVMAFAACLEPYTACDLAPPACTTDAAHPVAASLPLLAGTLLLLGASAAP
# tim10-1 inh – inhibits growth of tim10-1 mutant yeast; S. cerevisiae tim10-1 ts strain growth, BacTiter-Glo, 24 h; inhibition, % at 20 µM; 330,000 compounds, 2.2% hits; AID 463190;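 active = inhibition of at least 40%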;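 note: mutant grown at 25 °C; 0% = DMSO wells with yeast and 100% = wells holding no yeast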
# TIM10 inh – growth inhibitors of TIM10 yeast strain; S. cerevisiae TIM10 strain growth, BacTiter-Glo luminescence, 24 h; inhibition, % at 10 µM; 330,000 compounds, 1.4% hits;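 active = inhibition of 40% or more at the single tested concentration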;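 note: wild-type TIM10 isogenic control strain grown at permissive 25 °C; 0% = DMSO yeast wells and 100% = minimal medium wells without yeast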
# Apaf1 inhib – inhibitors of human Apaf-1 apoptosome; O14727; reconstituted apoptosome caspase-3 activity, DEVD-Rh110 fluorescence; inhibition, % at 20 µM; 330,000 compounds, 0.71% hits; AID 489030; active = inhibition of at least 40% at 20 µM;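 note: plate controls were DMSO wells for no effect and DEVD-CHO caspase inhibitor wells for full effect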
#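 System: reconstituted apoptosome with Apaf-1, cytochrome c, caspase-9, procaspase-3, dATP; Signal: Rh110 fluorescence intensity; Schedule: 30 min compound preincubation, 50 min activation, room temperature; Reagent: cytochrome c trigger plus (Z-DEVD)2-Rh110 caspase-3 substrate.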
# mIAP activ – mouse IAP activation. AID 2805. activation factor at 10 µM. 330,000 compounds, 0.24% hits. muIAP, CDP-Star luminescence, 30 min; hits give high values; 1 = vehicle-only enzyme signal, 0 = enzyme-free wells;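 active = activation factor of at least 2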; note: the source names both 10 and 20 µM as test concentration; values of inactives mirror those of a sister screen read the other way
#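 Assay system: mouse IAP enzyme; Reagent: CDP-Star chemiluminescent phosphatase substrate; Compound: DMSO-dissolved test compounds; Incubation: 30 min, room temperature; Technique: luminescence from enzymatic CDP-Star hydrolysis; Controls: DMSO-only wells and no-enzyme negative control.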
# hIAP block – blocks human intestinal alkaline phosphatase; P09923; purified IAP, CDP-Star luminescence, 30 min; inhibition, % at 10 µM; 330,000 compounds, 0.12% hits; AID 2544;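 active = inhibition reaching a set limit with compound at 10 µM in the primary screen, cut at about 35% in these data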;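 note: plate controls were DMSO wells with enzyme for no effect and no-enzyme buffer wells for full effect; values of inactives mirror those of a sister screen read the other way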
# ATG4B inhibitor – inhibitors of human ATG4B cysteine protease. Q9Y4P1. ATG4B cleavage of LC3-PLA2, NBD-HPC fluorescence, 1 h. inhibition, % at 8.33 µM. 340,000 compounds, 0.51% hits. AID 504462; in the data active = inhibition above about 40%
# Target sequence (Q9Y4P1 whole entry, looked up): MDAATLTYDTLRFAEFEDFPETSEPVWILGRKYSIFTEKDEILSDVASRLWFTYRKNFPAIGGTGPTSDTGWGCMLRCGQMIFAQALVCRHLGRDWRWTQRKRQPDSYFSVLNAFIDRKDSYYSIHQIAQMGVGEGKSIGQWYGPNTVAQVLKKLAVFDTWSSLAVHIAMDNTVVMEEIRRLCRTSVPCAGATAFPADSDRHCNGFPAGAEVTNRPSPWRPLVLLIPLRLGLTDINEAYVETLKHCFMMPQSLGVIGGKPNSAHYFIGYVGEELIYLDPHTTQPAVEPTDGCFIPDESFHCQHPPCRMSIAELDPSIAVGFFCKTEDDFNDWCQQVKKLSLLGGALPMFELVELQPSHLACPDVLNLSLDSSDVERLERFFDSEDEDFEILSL
# mIAP block – blocks mouse intestinal alkaline phosphatase; purified mouse IAP, CDP-Star luminescence, 30 min; inhibition, % at 10 µM; 330,000 compounds, 0.2% hits;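 active = inhibition of at least 40% at 10 µM in the primary screen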;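 note: plate controls were DMSO with enzyme for no effect and no enzyme wells for full effect; values of inactives mirror those of a sister screen read the other way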
# NALP3 yeast inh – NALP3 inhibition in yeast. inhibition, % at 10 µM. 330,000 compounds, 0.39% hits. Yeast reconstituted NLRP3/ASC/caspase-1, beta-gal luminescence, 24 h;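 active = inhibition of 50% or more; inactive = inhibition below 50%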;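 note: plate controls were induced DMSO wells for no effect and uninduced yeast grown without galactose for full effect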
# Active calls of the source: *; . = not tested or not shown; & = joins results of further samples.
SMILES,hIAP act,tim10-1 inh,TIM10 inh,Apaf1 inhib,mIAP activ,hIAP block,ATG4B inhibitor,mIAP block,NALP3 yeast inh
CC(=O)c1c(O)c2ccccc2n(C(C)C)c1=O,1.1,20,-18,4,1.1,-9,-11,-6,-7
CC(C)NC(=O)c1ccc(CN2CCc3ccccc3C2)cc1,0.94,-12,-11,1,0.94,6,2,6,20
COc1ccc(CCN(Cc2nc3ccccc3c(=O)[nH]2)C(=O)C2CC2)cc1,1.1,17,-13,4,1.1,-11,7,-5,-10
CCOC(=O)C1=CN(Cc2cccc(F)c2)S(=O)(=O)NC1c1ccccc1 (centres undefined),.,19,-7,15,0.98,.,8,2,.
COc1ccc([N+](=O)[O-])cc1NCc1cccnc1,0.92,9,7,-4,0.93,8,-2,7,7
CCN(CC(=O)NC(=O)Nc1ccccc1F)Cc1ccccc1,0.86,23,26,12,0.94,14,1,6,27
Cc1ccc2nc(-c3ccncc3)c(NC3CCCCC3)n2c1,1.1,22,43*,12,1,-8,11,-2,18
O=C(CNC(=O)c1ccco1)NCC(=O)OCc1ccc(Cl)cc1,0.92,5,11,13,1,8,-4,-5,7
COc1ccccc1NC(=O)C1CCN(S(C)(=O)=O)CC1,0.9,-16,-3,-6,0.98,10,-2,2,3
CCN1CCN(C(c2cccs2)C(C)NC(=O)c2ccccc2OC)CC1 (centres undefined),0.92,-4,-7,-2,1,8,-1,-3,9
COC(=O)Cc1c(C)c2ccc(OCC(=O)NCc3ccc4c(c3)OCO4)cc2oc1=O,1.1,13,17,-7,1,-10,-8,-1,-7
CNC(=O)c1ccc(S(=O)(=O)c2ccc(Cl)cc2)c(NC(C)=O)c1,0.79,-5,-5,3,1,21,1,-3,17
S=C(c1c[nH]c2ccccc12)N1CCCC1,0.94,18,17,-7,0.88,6,1,12,9
O=C(Nc1ncc2c(n1)-c1ccccc1OC2)c1ccccc1Cl,1.2,21,6,7,1,-24,-10,0,26
Cc1ccc([N+](=O)[O-])cc1N=C(c1cccc([N+](=O)[O-])c1)N1CCOCC1,0.99,31,37,-4,0.87,0,-9,13,1
COc1cccc(CN(C)S(=O)(=O)c2ccccc2Br)c1,.,-6,-4,8,0.94,.,.,6,.
COc1ccccc1N1CCN(C(=O)C(C)NC(=O)c2ccco2)CC1 (centres undefined),0.95,-11,6,-4,1,5,-4,-3,6
N#Cc1ncn(-c2ccc(Oc3ccccc3)cc2)c1N,1.1,2,2,-1,0.99,-7,-8,1,-2
O=[N+]([O-])c1ccc(OCCCCCN2CCOCC2)cc1,1.2,-19,-31,-9,0.93,-22,-2,7,15
O=C(O)c1nc(NCCc2ccccc2)ncc1Cl,0.86,-2,-6,-3,0.97,14,-14,3,9
CCNC(=S)NC(=NCc1cccnc1)Nc1nc(C)cc(C)n1,0.81,30,6,10,1.1,19,-3,-14,17
COc1ccccc1C(CNC(=O)C(CCSC)NS(=O)(=O)c1ccccc1F)N1CCCC1 (centres undefined),0.9,1,1,0,0.92,10,-1,8,17
CCC(C)C(NC(=O)C(CC(C)C)NC(=O)C(CO)NC(=O)C1CCC(=O)N1)C(=O)OC (centres undefined),1.2,2,-1,-3,0.97,-22,-6,2,-16
CC1CN(c2ccc(NC(=O)c3ccco3)cc2C(=O)O)CC(C)O1 (centres undefined),0.88,17,9,-14,0.95,12,-3,5,15
COc1ccc(NC(=O)CNC(=O)Cn2c(C)cc3ccccc3c2=O)cc1OC,0.94,7,-10,1,1.1,6,-1,-14,0

# Later entries
SMILES,hIAP act,tim10-1 inh,TIM10 inh,Apaf1 inhib,mIAP activ,hIAP block,ATG4B inhibitor,mIAP block,NALP3 yeast inh
Cc1cc(C(C)(C)C)cc(C)c1Cn1c2[n+](c3ccc(C(F)(F)F)cc31)CCCCC2,1.1,22,30,32,1,-7,11,-4,1
COC(=O)C1=C(C)NC(=O)/C1=C\c1ccc2c(c1)OCO2,0.89,42*,26,-3,0.92,11,-5,8,23
CCNC(=S)N/N=C/c1ccco1,1,5,11,-5,0.7,0,-14,30,11
O=C(NCc1ccc(Cl)cc1)C1CCCN(S(=O)(=O)c2cnc[nH]2)C1 (centres undefined),0.93,9,0,-9,0.89,7,0,11,-3
COc1ccc(N(CC(=O)N/N=C/c2ccc3c(c2)OCO3)S(=O)(=O)c2ccccc2)cc1,1,6,-13,10,0.99,-4,.,1,17
COc1cc2c(cc1OC)CN(C(=O)/C=C/c1ccc([N+](=O)[O-])cc1)CC2,0.98,-12,12,15,0.98,2,-23,2,5
CC(=O)NS(=O)(=O)c1ccc(NC(=O)COc2cccc3c2OC(C)(C)C3)cc1,0.85,-14,4,-8,0.92,15,-8,8,22
CCOc1ccccc1NC(=O)CSc1nc2c(c(=O)n1C)SC(C)C2 (centres undefined),0.78,12,-4,6,1,22,-9,-3,8
CSc1nc(NCc2ccccc2)c2c3c(sc2n1)CN(C)CC3,0.92,28,29,-2,0.93,8,-5,7,19
O=C1CC2CS(=O)(=O)CC2N1c1ccc(Oc2ccccc2)cc1 (centres undefined),1.2,7,16,2,0.95,-23,-8,5,0
Cc1ccccc1-n1c(=O)[nH]c(=O)c2c(N)c(C(=O)c3ccc(Cl)cc3)sc21,1.1,12,11,7,0.89,-7,-10,11,11
Cc1cc(NC(=O)NC2CC(=O)N(c3ccc4c(c3)OCCO4)C2)no1 (centres undefined),1.1,6,2,-6,1.1,-11,7,-9,-3
O=C(NC(=S)Nc1ccccc1N1CCOCC1)c1ccc(Br)cc1,1.2,33,29,10,0.75,-18,1,25,40
CC(C)=CCC/C(C)=C/CNC(=O)C[C@H]1C[C@H](C(=O)N2CCOCC2)[C@@]2(C)c3[nH]c4ccc(Cl)cc4c3CCN2C1=O,.,16,10,42*,1.1,.,-19,-13,.
O=C(CSc1ncnc2ccccc12)NCc1ccco1,1,9,8,3,1,-1,-7,-2,3
COc1cc(NC(=O)CCNC(=O)Cn2cnc3sc4c(c3c2=O)CCCC4)cc(OC)c1OC,0.9,-1,-15,7,0.93,10,0,7,9
O=C(NCc1ccco1)c1ccc(C(=O)NCc2ccco2)s1,0.93,8,-5,-7,0.96,8,1,4,9
Cc1ccc(S(=O)(=O)Nc2cccc(-c3ccc4nncn4n3)c2)cc1,0.96,10,2,5,0.95,4,-6,5,13
COc1cc(C(=O)N2CCN(c3ccccc3Cl)CC2)ccc1OCC(=O)N1CCOCC1,0.91,3,8,-4,0.9,10,-13,10,12
COc1cc(OC)cc(C(C(=O)NCc2ccccc2)N(Cc2ccco2)C(=O)c2ccno2)c1 (centres undefined),1.1,11,-9,7,1,-13,0,-4,13
COc1ccccc1OS(=O)(=O)c1ccc(NC(C)=O)cc1,0.94,16,-2,-8,1,6,-11,-1,6
Cc1ccc(N2CCN(C(=O)c3cn(CC4CCCCC4)nn3)C(C)C2)cc1 (centres undefined),1.1,24,9,26,1,-14,12,-4,14
CCOc1c(C)cc(-c2ncccc2O)cc1C,0.82&0.9,4&4,5&-6,-2&6,0.94&0.99,18&10,3&7,6&1,8&15
Cc1ccc2oc(-c3cccc(NC(=O)c4cc(-n5cnnc5)ccc4Cl)c3)nc2c1,1.2,-21,-6,23,0.91,-22,-3,9,21
Cc1ccc(S(=O)(=O)NCc2ccccc2)cc1C(=O)NC1CCC(C)CC1 (centres undefined),1.2,22,20,5,1,-16,-5,-2,17

# (list continues)
SMILES,hIAP act,tim10-1 inh,TIM10 inh,Apaf1 inhib,mIAP activ,hIAP block,ATG4B inhibitor,mIAP block,NALP3 yeast inh
CCNS(=O)(=O)c1ccc(CCC(=O)N2CCN(c3ccccc3)CC2)cc1,1,8,3,0,0.95,-2,-7,5,18
COc1cc(/C=C/C(=O)Nc2cc(S(=O)(=O)N3CCOCC3)ccc2N2CCCC2)cc(OC)c1OC,1.1,25,-6,8,0.95,-12,-5,5,-2
Cc1ccn2cc(CCNC(=O)c3ccc(Br)o3)nc2c1,0.86,-2,-10,-7,1.1,14,-4,-8,10
CC(C)=CCN1CCN(CCCc2ccccc2)CC1CCO (centres undefined),0.98,-8,-4,-5,1,2,8,0,6
COCc1[nH]nc2c1C(c1ccc(OC)cc1)C(C#N)=C(N)O2 (centres undefined),1.8,9,-3,0,0.8,-84,-10,20,19
O=C(CSc1ccccc1)Nc1ccc(S(=O)(=O)NCC2CCCO2)cc1 (centres undefined),0.96,14,2,-12,0.87,4,2,13,-4
Nc1ccc(OCc2ccco2)cc1,0.85,2,8,-26,1,14,-8,0,5
Cc1occc1C(=O)Nc1ccc(S(=O)(=O)N2CCCC2)cc1,0.97,42*,22,-15,0.98,3,-11,2,1
O=C(CN1C(=O)c2ccccc2C1=O)NNC1=NS(=O)(=O)c2ccccc21,0.9,7,6,-5,1.1,10,-9,-6,-9
COc1cc2c(cc1NC(=O)CSc1ccc(Cl)cc1)oc1ccccc12,0.96,14,11,-1,1.1,4,-11,-6,11

# Rewritten with values under each structure: twelve of the compounds above
# Each structure is followed by: hIAP act, tim10-1 inh, TIM10 inh, Apaf1 inhib, mIAP activ, hIAP block, ATG4B inhibitor, mIAP block, NALP3 yeast inh
COc1ccccc1OS(=O)(=O)c1ccc(NC(C)=O)cc1
    0.94, 16, -2, -8, 1, 6, -11, -1, 6
Cc1ccc(N2CCN(C(=O)c3cn(CC4CCCCC4)nn3)C(C)C2)cc1 (centres undefined)
    1.1, 24, 9, 26, 1, -14, 12, -4, 14
CCOc1c(C)cc(-c2ncccc2O)cc1C
    0.82&0.9, 4&4, 5&-6, -2&6, 0.94&0.99, 18&10, 3&7, 6&1, 8&15
Cc1ccc2oc(-c3cccc(NC(=O)c4cc(-n5cnnc5)ccc4Cl)c3)nc2c1
    1.2, -21, -6, 23, 0.91, -22, -3, 9, 21
Cc1ccc(S(=O)(=O)NCc2ccccc2)cc1C(=O)NC1CCC(C)CC1 (centres undefined)
    1.2, 22, 20, 5, 1, -16, -5, -2, 17
CCNS(=O)(=O)c1ccc(CCC(=O)N2CCN(c3ccccc3)CC2)cc1
    1, 8, 3, 0, 0.95, -2, -7, 5, 18
COc1cc(/C=C/C(=O)Nc2cc(S(=O)(=O)N3CCOCC3)ccc2N2CCCC2)cc(OC)c1OC
    1.1, 25, -6, 8, 0.95, -12, -5, 5, -2
Cc1ccn2cc(CCNC(=O)c3ccc(Br)o3)nc2c1
    0.86, -2, -10, -7, 1.1, 14, -4, -8, 10
CC(C)=CCN1CCN(CCCc2ccccc2)CC1CCO (centres undefined)
    0.98, -8, -4, -5, 1, 2, 8, 0, 6
COCc1[nH]nc2c1C(c1ccc(OC)cc1)C(C#N)=C(N)O2 (centres undefined)
    1.8, 9, -3, 0, 0.8, -84, -10, 20, 19
O=C(CSc1ccccc1)Nc1ccc(S(=O)(=O)NCC2CCCO2)cc1 (centres undefined)
    0.96, 14, 2, -12, 0.87, 4, 2, 13, -4
Nc1ccc(OCc2ccco2)cc1
    0.85, 2, 8, -26, 1, 14, -8, 0, 5
